Assay outcomes as filed in PubChem.
Mito fusion act: blocks mitochondrial division or promotes mitochondrial fusion | S. cerevisiae fusion-defective mutant growth rescue, CellTiterGlo 48 h | Potency, µM (titrated, usually from 46.1 µM), inactives show at the highest dose growth rescue (activation), hits mostly activators | 0.23% of 320,000 active | AID 485298;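 note: potency is the fitted concentration of half-maximal effect; % of control where 0% means no effect; nearly all actives have a fitted effect of over 45% in size; temperature-sensitive fusion mutants such as fzo1-1 at 37 °C on non-fermentable ethanol glycerol medium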
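Temperature-sensitive fusion-defective S. cerevisiae (e.g. fzo1-1, mgm1-5) were grown with compound in YPEG medium (3% ethanol, 3% glycerol) for 48 hours at 37C. Growth rescue was measured as viability by CellTiterGlo luminescence after 10 minutes at ambient.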
Eya2 phos inh: blocks the phosphatase activity of human Eya2 | O00167 | recombinant Eya2, OMFP fluorescence dephosphorylation (OMFP is methylfluorescein phosphate) | Potency, µM (top dose mostly 76.9 µM), without a hit: at the top dose activity, negative = inhibition, hits mostly inhibitors | 0.006% of 330,000 active | AID 488837; note: potency is the fitted concentration of half-maximal effect; % is set by controls: 0 for no effect and ±100 for the full control effect
Target sequence (O00167 whole entry, looked up): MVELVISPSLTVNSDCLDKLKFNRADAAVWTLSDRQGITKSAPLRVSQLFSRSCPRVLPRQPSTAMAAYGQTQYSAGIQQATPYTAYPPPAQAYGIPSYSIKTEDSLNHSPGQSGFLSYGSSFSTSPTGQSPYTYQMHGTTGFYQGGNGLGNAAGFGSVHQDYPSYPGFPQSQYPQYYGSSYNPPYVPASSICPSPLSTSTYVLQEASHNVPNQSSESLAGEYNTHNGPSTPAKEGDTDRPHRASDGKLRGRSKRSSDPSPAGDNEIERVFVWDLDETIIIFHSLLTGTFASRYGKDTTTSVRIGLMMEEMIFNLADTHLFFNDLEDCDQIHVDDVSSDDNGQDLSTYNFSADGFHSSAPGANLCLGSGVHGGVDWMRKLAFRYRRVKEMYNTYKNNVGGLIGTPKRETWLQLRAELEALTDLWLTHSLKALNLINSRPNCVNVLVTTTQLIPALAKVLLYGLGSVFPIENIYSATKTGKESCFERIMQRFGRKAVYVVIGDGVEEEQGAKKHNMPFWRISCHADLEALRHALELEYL
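Eya2 (0.2 uM) preincubated 10 min at ambient with compound, then OMFP substrate added at 50 uM; 10 min reaction in 50 mM HEPES pH 7.5, 50 mM NaCl, 5 uM MgCl2, 0.05% BSA, 1 mM DTT. Fluorescence read at Ex 485/Em 525 nm.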
TSHR antagonist: human thyrotropin receptor antagonism. P16473. TSHR-expressing cells, TSH-stimulated cAMP HTRF, 2 h; active compounds read low. activity change, negative = inhibition, % at 11.5 µM. 0.2% of 330,000 active;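 active = activity change below a set negative limit, meaning inhibition stronger than a set level, cut at about -70% in these data; inconclusive = activity change between two set negative limits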; note: % is set by controls: 0 for no effect and ±100 for the full control effect
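TSHR-expressing cells, 200/well, pre-treated with compound, then stimulated with EC80 TSH (4nM final) for 2 hours at 37 deg C. cAMP measured by competitive HTRF: anti-cAMP cryptate antibody in lysis buffer plus cAMP-d2, read after 30 minutes at room temperature.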
Chronic BCR inh: chronic active BCR signaling inhibition; ABC-DLBCL IkBa-CBG/CBR reporter, luminescence ratio, 4 h; Potency, µM (doses to about 46.1 µM), for inactives: top-dose ratio change, negative = lower green/red ratio, most hits filed as inhibitors; 0.05% of 340,000 active; active = well fitted inhibition curve with a large enough effect in the signal ratio, with a control signal flat, not every such curve was filed as active; inconclusive = small, poorly fitted or top-dose-only effect, or effect the other way, or a change in a side signal; the % refers to the signal ratio;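 note: potency is the fitted concentration of half-maximal effect; plate controls were basal doxycycline-induced cells for no effect and cells given 10 µM MG132 for full effect; MG132 reads +100%, hits lower the ratio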
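Concentration-response series (up to 46 uM) were applied to TMD8 dual-reporter cells for 4 h at 37C with doxycycline. Green/red ratio, after filter-overlap correction, defined %Activity; red signal alone was normalised to basal cells and zero luminescence.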
TCR activator: activators of T cell receptors. primary human leukocytes, anti-CD3, IL-2 HTRF, 48 h. 330,000 tested, under 10 active. Potency, µM (highest dose often 9.22 µM), for inactives: at the highest dose activation of IL-2 secretion, usual class: activators. AID 504894; note: % of control where 0% means no effect
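Compounds are tested in HTS on primary human leukocytes co-incubated with a-CD3 beads for 48 hr. IL-2 output is measured by time-resolved FRET.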
PTAP TSG101 blk: blocks PTAP/TSG101 interaction to inhibit HIV-1 budding. Fluorescence polarization, FITC-PTAP peptide / Tsg101 binding. 340,000 tested, under 10 active. Potency, µM (titrated, usually from 115 µM), inactives show top-dose activity change, negative = inhibition, usual class: inhibitors. Q99816; active = well fitted inhibition curve with a large enough effect in the main read-out, with a control signal flat, not every such curve was filed as active; inconclusive = small, poorly fitted or top-dose-only effect, or effect the other way, or a change in a side signal; inactive = no such curve, though single readings can be large or run the other way; note: potency is the fitted concentration of half-maximal effect; % of control where 0% means no effect
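Fluorescence anisotropy tracks displacement of a FITC-tagged PTAP peptide (50 nM) from the Tsg101 binding domain (10 uM), following a 20 min room-temperature incubation at pH 7.5.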
B2AR arrestin: agonists driving beta-arrestin recruitment to human beta2-adrenergic receptor; AID 492947; P07550; beta-arrestin recruitment to beta2AR, cell-based reporter; 0.02% of 330,000 active; Potency, µM (titrated, usually from 46.1 µM), inactives show top-dose activation, actives largely listed as activators;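 note: potency is the fitted concentration of half-maximal effect; 0% = DMSO controls and full agonism = EC100 isoproterenol or metaproterenol; nearly all actives have a fitted effect of over 65% in size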
Target sequence (P07550 whole entry, looked up): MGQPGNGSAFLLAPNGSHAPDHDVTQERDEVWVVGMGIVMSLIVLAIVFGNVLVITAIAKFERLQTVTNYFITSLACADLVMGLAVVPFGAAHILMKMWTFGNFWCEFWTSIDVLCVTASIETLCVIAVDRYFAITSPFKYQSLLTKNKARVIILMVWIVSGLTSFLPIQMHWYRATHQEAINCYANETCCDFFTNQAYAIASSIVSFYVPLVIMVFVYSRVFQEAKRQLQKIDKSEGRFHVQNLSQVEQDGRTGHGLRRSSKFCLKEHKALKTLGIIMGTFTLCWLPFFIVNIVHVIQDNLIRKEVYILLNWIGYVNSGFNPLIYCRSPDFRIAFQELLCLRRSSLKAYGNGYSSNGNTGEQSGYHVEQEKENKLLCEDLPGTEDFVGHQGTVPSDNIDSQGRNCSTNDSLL
USP2a inh: inhibitors of human ubiquitin-specific protease USP2a | Potency, µM (highest dose often 38.3 µM), for the others: at the top dose activity change, negative = inhibition, most hits filed as inhibitors | 0.01% of 330,000 active | O75604 | USP2 core, Ub-CHOP2 coupled fluorogenic reporter, 485/531;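 note: potency is the fitted concentration of half-maximal effect; plate controls were DMSO wells for no effect and full inhibition by NEM control for full effect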
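USP2 core (10nM final) preincubated 30min RT with compound in 20mM Tris-HCl pH 8.0, 2mM CaCl2, 2mM beta-mercaptoethanol, 0.05% CHAPS; 25nM Ub-CHOP2 plus 25nM reporter substrate added, fluorescence (Ex485/Em531) read after 60min.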
uPA surface inh: blocks generation of uPA at the cell surface. cell surface uPA generation assay, qHTS. Potency, µM (highest dose often 38.3 µM), for inactives: top-dose activity change, negative = inhibition, hits mostly inhibitors. 0.31% of 330,000 active; active = well fitted inhibition curve with a large enough effect; inconclusive = small, poorly fitted or top-dose-only effect; inactive = no such curve, though single readings can be large or run the other way; tested in mouse RAW 264.7 cells; note: potency is the fitted concentration of half-maximal effect; % is set by controls: 0 for no effect and ±100 for the full control effect; nearly all actives have a fitted effect of over 55% in size
Tb PFK block: T. brucei PFK enzyme inhibition. AID 485367. O15648. T. brucei PFK, ADP-Glo luminescence. 0.17% of 330,000 active. Potency, µM (highest dose often 57.5 µM), for the others: at the top dose activity, negative = inhibition, hits mostly inhibitors;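 note: potency is the fitted concentration of half-maximal effect; 0% = uninhibited 1x PFK enzyme wells and -100% = no-enzyme wells; nearly all actives have a fitted effect of over 60% in size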
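Luminescent ADP detection (ADP-Glo, two-step: ATP depletion then ADP-to-ATP conversion for luciferase) reported PFK activity after 45 min room-temperature reaction of 1.25 nM enzyme with 0.5 mM F6P and 0.1 mM ATP at pH 8.0.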
ELG1 repair inh: inhibitors of ELG1-dependent DNA repair in HEK293T cells | HEK293T ELG1-luciferase reporter, luminescence, 16 h; DNA damage induced by 5-fluorouridine | Potency, µM (series often up to 46.1 µM), without a hit: at the top dose activity change, negative = inhibition, hits mostly inhibitors | 2.3% of 330,000 active; note: potency is the fitted concentration of half-maximal effect; % is set by controls: 0 for no effect and ±100 for the full control effect; nearly all actives have a fitted effect of over 55% in size
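Quantitative HTS, concentration-response format. 2,000 cells/well co-treated with 5-fluorouridine and compound, 16 hr in 5% CO2 at 37 °C; ONE-Glo luminescence read after 30 min.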
* = called active by the depositor; ? = inconclusive; nt = no result given; & = joins results of further samples; [ ] = dose if it differs, or a comment. Unless noted, calls come from the whole dose curve; as a rule, active = well fitted curve in the direction sought with a large enough effect; inconclusive = small, poorly fitted or top-dose-only effect, or another doubt; inactive = no such curve, though single readings can be large; an effect the other way counts as inactive or inconclusive.

Below each SMILES: Mito fusion act, Eya2 phos inh, TSHR antagonist, Chronic BCR inh, TCR activator, PTAP TSG101 blk, B2AR arrestin, USP2a inh, uPA surface inh, Tb PFK block, ELG1 repair inh
1. O=C(c1cccc(S(=O)(=O)N2CCc3ccccc32)c1)N1CCN(CCO)CC1
 : nt, 7%, 10, 1%, 2%, -3%, 12%, 3%, 7%, 3%, 14%
2. Cc1cc(/C=N/NC(=O)c2ccccc2F)c(C)n1-c1ccccc1
 : 5%, -5%, -5, ?, -1%, 3%, 0.4%, 1%, ?, 8%, ?
3. COc1cc(-c2noc(CCCC(=O)Nc3ccc(C(N)=O)cc3)n2)cc(OC)c1OC
 : -1%, -1%, 1, ?, 5%, 2%, 0.2%, -1%, 2%, 0%, ?
4. CCOC(=O)c1sc2nc(C)nc(N3CCCCC3C)c2c1C (stereo unspecified)
 : 5%, 1%, -23, 9%, -1%, -1%, -1.0%, 0%, -1%, 2%, ?
5. CCOc1ccc(-c2nnc3sc(COc4ccc(C)cc4)nn23)cc1
 : -8%, 8%, 14, 2%, -3%, -4%, -0.3%, 1%, 1%, 2%, 1%
6. O=C(Nc1cccc(Br)c1)c1ccc(CSc2ccccc2)cc1
 : 3%, -13%, -15, 1%, -8%, 0%, 0.4%, -9%, 0%, 0%, ?
7. CC(=O)N1N=C(c2ccccc2)CC1c1ccccc1[N+](=O)[O-] (stereo unspecified)
 : 5%, 3%, 6, 8%, 0%[46.1 µM], 0%, -0.7%, 6%, 1%, -1%, ?
8. N#Cc1ccc(-c2ccc(OCC(=O)Nc3cccnc3)cc2)cc1
 : -2%, -5%, -33, -1%, -1%, -5%, 0.3%, 2%, 4%, -4%, 15µM*
9. S=C(Sc1ccc(Cl)cc1)Sc1ccc(Cl)cc1
 : -13%, -2%, -1, -15%, nt, nt, 15%, -2%, nt, -1%, ?
10. CCOc1cc(C(F)(F)F)cnc1/C(N)=N/O
 : -3%, 15%, -4, 4%, -1%, 0%, 0.0%, 1%, 9%, 1%, -4%
11. COc1ccc(OC)c(CNCc2ccc3c(c2)OCO3)c1
 : -10%, -2%, 1, -4%, 1%, -5%, 0.2%, -1%, -7%, 1%, -12%
12. O=C(Nc1cccc([N+](=O)[O-])c1)Nc1cccc([N+](=O)[O-])c1
 : -5%, 5%, -16, ?, -4%, 0%, -0.1%, 3%, 6%, 0%, ?
13. COc1ccc(-n2c(SCC(=O)O)nnc2-c2ccc(NC(=O)c3ccccc3)cc2)cc1
 : 4%, ?, 2, ?, 2%, 0%, -0.6%, 1%, 4%, -1%, 12%
14. Cc1c(C=NNC(=O)c2ccc(Br)cc2)c2ccccn2c1C(=O)c1ccncc1
 : nt, 7%, -6, 1%, nt, -3%, -0.1%, 0%, -4%, 7%, 1%
15. Cc1cccc(C)c1OCC(O)CNC(C)C (stereo unspecified)
 : 4%, -15%, 16, 11%, -5%, -4%, 0.2%, 8%, 5%, 7%, ?
16. O=C(N1CCC(n2nc(-c3ccccc3)oc2=O)CC1)C1(c2ccccc2)CC1
 : 6%, 0%, 8, ?, 0%, -6%, 0.3%, 0%, 1%, -10%, ?
17. O=C(N[C@H]1C/C=C\C(c2ccc(F)cc2)N(Cc2ccccc2)C(=O)C1)OCC1c2ccccc2-c2ccccc21 (stereo partly specified)
 : nt, -20%, -43, -3%, -3%[46.1 µM], -1%, -0.5%, 2%, -17%, 3%, -10%
18. CCSc1nnc(-c2ccccc2N=Cc2c(C)[nH]n(-c3ccccc3)c2=O)c(=O)[nH]1
 : -2%, -5%, -6, ?, 1%[46.1 µM], -8%, -2.1%, -2%, 1%, 13%, -1%
19. COc1ccc(C(=O)NCCS(=O)(=O)NCc2ccc3c(c2)OCO3)cc1
 : -4%, -10%, 2, -3%, 2%, -1%, 0.0%, 0%, 0%, 0%, -3%
20. Cc1ccc(/C=C/S(=O)(=O)NCC(=O)OCC(=O)N2CC(=O)Nc3ccccc32)cc1
 : 0%, -23%, -2, -4%, -5%, -5%, -1.1%, 1%, 2%, 0%, 16%
21. CCN(c1ccc(NC(=O)CSc2nnc3nc(C)cc(C)n23)cc1)C(C)C
 : 2%, 11%, -11, ?, -1%, -1%, 0.5%, -10%, -1%, 0%, 8%
22. O=C(NCCCN1CCOCC1)c1ccc2c(=O)n(-c3ccc(F)c(Cl)c3)c(=S)[nH]c2c1
 : 2%, -2%, -12, 4%, 8%, 1%, -0.9%, -1%, -3%, 0%, -14%
23. O=c1[nH]c2ccccc2n2c(-c3ccccc3)nnc12
 : -1%, 12%, -4, ?, -2%, -4%, 0.7%, -1%, -5%, ?, 26%
24. C=CCNc1nc(N)c(C(=O)c2ccc3c(c2)OCO3)s1
 : -12%, 1%, -1, -4%, 0%, -2%, -0.3%, 1%, 6%, 2%, 28%
25. Cc1ccc(CN(CC(=O)N/N=C/c2ccccc2[N+](=O)[O-])S(=O)(=O)c2ccc(C)cc2)cc1
 : 26%, 10%, 2, 4%, 1%, -4%, -0.2%, -6%, 12%, -3%, -21%
26. COc1ccc(NC(=O)CN(C)C(=O)c2cn(-c3ccccc3)nc2-c2cccs2)cc1
 : 19%, -16%, 39, 8%, 7%, -2%, 0.0%, 1%, 0%, 3%, ?
27. COc1cc(/C=C/c2nc3ccccc3s2)cc(OC)c1O
 : -4%, ?, -3, ?, 3%, 1%, -0.7%, -10%, 0%, 4%, ?
28. Cc1ccc(NC(=O)COS(=O)c2ccc(C)cc2)cc1 (stereo unspecified)
 : 0%, -1%, 11, ?, -9%, -8%, 0.0%, 3%, 3%, 14%, 8%
29. COc1ccccc1C(=O)C1CCCN(Cc2cn[nH]c2C2CCCCC2)C1 (stereo unspecified)
 : -1%, 11%, 2, ?, nt, 3%, 0.7%, -1%, -4%, -2%, 5%
30. CCc1n[nH]c2c1/C(=N\O)CC(c1ccccc1)C2 (stereo unspecified)
 : 2%, -14%, -12, 3%, 2%, -6%, -0.8%, 2%, 3%, 4%, 9%
31. CCCn1c(SCC(=O)c2c[nH]c3ccccc23)nnc1-c1ccncc1
 : -5%, 3%, 4, ?, -3%[46.1 µM], -5%, 0.4%, 3%, -4%, 1%, 8%
32. COc1ccccc1CNC(=O)CCC(=O)n1ncc2cc(C)ccc21
 : -2%, 1%, 4, -12%, 1%, -6%, 0.2%, 0%, 1%, 3%, ?
33. Cc1cc(NC(=O)c2ccc([N+](=O)[O-])cc2Cl)no1
 : 5%, -2%, -5, 1%, 2%, -6%, -0.8%, -1%, -20%, 1%, ?
34. CCOc1ccc(C2c3c(oc4cc(C)c(C)cc4c3=O)C(=O)N2CCCN(C)C)cc1OC (stereo unspecified)
 : 2%, -28%, -8, 2%, 2%, 1%, 0.2%, -12%, -5%, 3%, 1%
35. COC(=O)[C@H](C)NC(=O)c1cc2c(cn1)[nH]c1ccccc12
 : -2%, -6%, -6, ?, 4%, -3%, 0.5%, 1%, 4%, -25%, -9%
36. O=C(N=C1N=C2C=CC=CN2Cc2ccccc21)c1ccc(S(=O)(=O)N2CCOCC2)cc1
 : -1%, 0%, 10, ?, -4%, -6%, 0.5%, -1%, ?, -3%, ?
37. Cc1nnc(NC(=O)C2CC(=O)N(c3ccc4c(c3)OCCO4)C2)s1 (stereo unspecified)
 : -1%, -7%, -11, 0%, -5%, -6%, 0.1%, -1%, 11%, -4%, 10%
38. CCCn1c(O)c(N=NC(=O)CNC(=O)c2ccncc2)c2ccccc21
 : -2%, 2%, 3, -12%, -5%, -2%, 0.2%, 3%, -1%, -1%, ?
39. Cc1c(C(=O)N2CCCCCC2)oc2ccccc12
 : 2%, -6%, -13, -11%, 3%, -8%, 0.1%, 1%, nt, 5%, 11%
40. CCc1ccc(OCC(O)CN2CCN(c3ccccc3)CC2)cc1 (stereo unspecified)
 : -4%, 3%[15.4 µM], 4, -10%, 0%&-3%, 0%&-3%, -0.1%, 4%, 2%&7%, -5%, -11%
41. O=C(CCNC(=O)c1ccco1)NCCc1c[nH]c2ccccc12
 : nt, 9%, -8, 0%, 4%, -1%, 2.1%, 2%, 4%, 0%, -3%
